Screening results (PubChem BioAssay)
ABCG2 inh: human ABCG2 inhibition, ABCB1 as counter-screen | 190,000 compounds, 0.1% hits | AID 1325 | Q9UNQ0 | IgMXP3 cells, JC-1 efflux, flow cytometry | inhibition, % at 6.6 µM;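 active means inhibition above 80%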;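 further: 0% = DMSO and 100% = nicardipine control wells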
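Test system: IgMXP3 (ABCG2) plus far-red-tagged CCRF-Adr (ABCB1) cells. Reagent: JC-1 dye as substrate. Timing: 10 min exposure at 25 °C with rotation, no wash. Measured by: flow cytometric JC-1 green MFI at 530 nm. Read-out: percent efflux inhibition, scaled nicardipine 100% to DMSO 0%. Control set: nicardipine and DMSO wells.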
Bim-Bcl-W: disrupts Bim peptide binding to human Bcl-W; bead-based flow cytometry; inhibition, % at 10 µM; 190,000 compounds, 0.02% hits;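 further: 0% = bound tracer without compound and 100% = peptide blocker; higher means less fluorescent Bim peptide bound to Bcl-W beads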
ABCB1 block: inhibitors of human ABCB1 transporter, ABCG2 counter-screen; P08183; CCRF-Adr cells, JC-1 efflux, flow cytometry; inhibition, % at 6.6 µM; 190,000 compounds, 0.067% hits; AID 1326; in the data active means inhibition above about 40%;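 further: 0% = vehicle and 100% = reference inhibitor; higher value means more JC-1 retained so stronger ABCB1 efflux block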
Target sequence (P08183 whole entry, looked up): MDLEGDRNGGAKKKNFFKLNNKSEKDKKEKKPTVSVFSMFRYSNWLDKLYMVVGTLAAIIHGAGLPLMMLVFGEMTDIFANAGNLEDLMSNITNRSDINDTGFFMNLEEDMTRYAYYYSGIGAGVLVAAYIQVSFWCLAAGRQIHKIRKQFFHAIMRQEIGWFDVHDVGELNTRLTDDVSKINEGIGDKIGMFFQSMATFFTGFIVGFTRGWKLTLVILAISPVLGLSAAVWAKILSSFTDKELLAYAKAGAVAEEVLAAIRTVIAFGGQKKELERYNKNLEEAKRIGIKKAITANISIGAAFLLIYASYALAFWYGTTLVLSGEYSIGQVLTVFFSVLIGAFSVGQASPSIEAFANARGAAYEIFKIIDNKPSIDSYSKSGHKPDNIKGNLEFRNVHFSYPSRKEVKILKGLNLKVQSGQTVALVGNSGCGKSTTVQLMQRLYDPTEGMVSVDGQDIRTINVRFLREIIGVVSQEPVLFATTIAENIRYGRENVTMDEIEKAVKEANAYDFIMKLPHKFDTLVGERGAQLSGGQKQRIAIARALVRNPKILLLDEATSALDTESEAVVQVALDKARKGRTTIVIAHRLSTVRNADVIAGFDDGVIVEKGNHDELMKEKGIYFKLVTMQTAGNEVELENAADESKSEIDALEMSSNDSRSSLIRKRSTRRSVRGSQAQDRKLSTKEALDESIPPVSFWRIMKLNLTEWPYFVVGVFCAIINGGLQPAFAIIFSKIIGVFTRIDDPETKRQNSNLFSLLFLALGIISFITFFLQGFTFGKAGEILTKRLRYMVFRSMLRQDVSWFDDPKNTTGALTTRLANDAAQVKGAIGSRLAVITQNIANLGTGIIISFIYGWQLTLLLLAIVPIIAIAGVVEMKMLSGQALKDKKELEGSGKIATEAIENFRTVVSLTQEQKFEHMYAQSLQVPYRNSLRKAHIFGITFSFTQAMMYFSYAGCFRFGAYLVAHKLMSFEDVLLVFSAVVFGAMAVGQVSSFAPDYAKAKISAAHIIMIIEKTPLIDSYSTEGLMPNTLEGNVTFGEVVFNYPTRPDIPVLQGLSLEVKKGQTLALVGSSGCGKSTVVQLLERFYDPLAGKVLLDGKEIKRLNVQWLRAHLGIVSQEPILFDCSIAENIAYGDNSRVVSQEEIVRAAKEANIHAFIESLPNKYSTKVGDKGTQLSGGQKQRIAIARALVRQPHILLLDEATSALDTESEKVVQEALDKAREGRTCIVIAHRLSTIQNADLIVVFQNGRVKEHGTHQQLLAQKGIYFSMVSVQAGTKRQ
Bcl-2 Bim block: disrupts Bim peptide binding to human Bcl-2. 190,000 compounds, 0.06% hits. Bead-based flow cytometry, Bim peptide-Bcl-2 binding. inhibition, % at 10 µM. AID 950; in the data active means inhibition above about 40%; inconclusive means no clear call, values can overlap the other calls;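 further: 0% = no compound wells with probe peptide and 100% = reference peptide inhibitor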
Bim-Bfl-1: inhibitors of Bim-Bfl-1 interaction, human; AID 1008; 190,000 compounds, 0.12% hits; Bead-based flow cytometry, Bim-Bfl-1 binding inhibition; inhibition, % at 10 µM; Q16548;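 further: 0% = wells without compound plus tracer and 100% = blocker peptide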
RGS7-Gao reg: regulators of human RGS7-Galphao interaction; P09471; Multiplexed bead flow cytometry, RGS7-Galphao binding; actives lie on both sides; AID 1439; 220,000 compounds, 0.35% hits; binding response (% of control), % at 10 µM; in the data active means binding response below about 49% or above about 150%; inconclusive means no clear call, values can overlap the other calls; inactive means in between;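 further: fluorescent Galphao held in activated GDP-AlF4 state binding bead-coupled RGS7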
Bim-Bcl-XL: inhibitors of Bim-Bcl-XL interaction, human; Bim peptide-Bcl-XL binding, bead flow cytometry, fluorescence; inhibition, % at 10 µM; 190,000 compounds, 0.04% hits; AID 1007
Bim-Mcl-1: inhibitors of Bim-Mcl-1 interaction, human. inhibition, % at 10 µM. Q07820. 190,000 compounds, 0.1% hits. Bead-based flow cytometry, Bim peptide-Mcl-1 binding. AID 1009;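 further: 0% = no compound tracer wells and 100% = peptide blocker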
RGS4-Gao reg: human RGS4-Galphao interaction regulation; Multiplexed bead flow cytometry, RGS4-Galphao binding; actives lie on both sides; binding response (% of control), % at 10 µM; 220,000 compounds, 0.33% hits; AID 1415; in the data active means binding response below about 49% or above about 150%; inactive means in between;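 further: fluorescent Galphao activated with aluminum fluoride binding bead-coupled RGS4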
RGS8-Gao: human RGS8-Galphao interaction regulation | P09471 | multiplexed bead flow cytometry, RGS8-Galphao binding; actives lie on both sides | response (percent of control binding), % at 10 µM | 220,000 compounds, 0.34% hits; in the data active means response below about 60% or above about 140%; inactive means in between;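 further: Galphao activated as the GDP aluminium fluoride complex binding bead-coupled RGS8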
Bcl-B Bim block: disrupts Bim peptide binding to human Bcl-B | Q9HD36 | bead-based flow cytometry | inhibition, % at 10 µM | 190,000 compounds, 0.073% hits;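 further: 0% = tracer peptide without compound and 100% = reference inhibitor peptide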
An asterisk follows results filed as active; ? = inconclusive; . = no result given. Unless noted, no stated cut-off is given here; in the data, active means inhibition above about 40%.

SMILES | ABCG2 inh | Bim-Bcl-W | ABCB1 block | Bcl-2 Bim block | Bim-Bfl-1 | RGS7-Gao reg | Bim-Bcl-XL | Bim-Mcl-1 | RGS4-Gao reg | RGS8-Gao | Bcl-B Bim block
CC(=O)Nc1ccc(S(=O)(=O)N2CCCC2C(=O)O)cc1 (stereo unspecified) | 1 | 0 | 0.6 | -2 | -3 | 103 | 0 | 34 | 104 | 103 | 0
CC1CCCCN1CC(=O)Nc1sccc1C#N (stereo unspecified) | -1 | 0 | -0.3 | -11 | -11 | 91 | -3 | -1 | 100 | 101 | -9
COc1cccc(-c2nc3ccccc3s2)c1O | 1 | 3 | 0.1 | 1 | 0 | 109 | 0 | 1 | 103 | 101 | -2
CCCn1c(SCC(=O)c2ccc3c(c2)OCCO3)n[nH]c1=O | 3 | -2 | 0.8 | 0 | -6 | 98 | -5 | 0 | 102 | 100 | -6
O=[N+]([O-])c1cccc2ccc(/C=C/c3ccc(C(F)(F)F)cc3)nc12 | 0 | -3 | -0.1 | -9 | -8 | 105 | -3 | -2 | 100 | 102 | -8
Cc1cc(C(=O)N/N=C/c2ccc(OC(=O)c3ccccc3Br)cc2)n[nH]1 | -1 | 0 | -0.3 | -2 | -5 | 102 | -3 | -2 | 102 | 100 | -3
Cc1cc(NC(=O)/C=C/c2ccccc2Cl)no1 | 2 | -7 | -0.3 | -4 | -3 | 103 | -8 | -4 | 101 | 102 | -12
CC1(C)N=C(c2cccc(F)c2)C(=O)N1 | 0 | 1 | 0.1 | -5 | -9 | 98 | -6 | 0 | 101 | 102 | -6
O=C(Cn1[nH]c(=O)c2ccccc2c1=O)OCC(=O)N(Cc1ccccc1)Cc1ccccc1 | 4 | -6 | 4.2 | -13 | -7 | 107 | -7 | -6 | 105 | 102 | -5
Cc1cc(NC(=O)c2cnn3c(C(F)(F)F)cc(-c4ccccc4)nc23)no1 | 27 | -1 | 3.5 | -8 | -4 | 101 | -2 | -2 | 104 | 101 | -13
S=c1[nH]nc(C2CCCCC2)n1/N=C/c1ccco1 | -1 | 2 | -0.3 | 0 | 10 | 103 | 1 | -2 | 99 | 92 | -33
Cc1nn(Cc2ccccc2Cl)c(C)c1C(=O)Nc1nnc(C2CC2)s1 | 6 | 0 | 1.4 | 0 | 0 | 102 | 0 | -1 | 105 | 106 | 0
CC(=O)c1cc(C#N)c(NCc2ccccc2)nc1C | 19 | 0 | 0.6 | 3 | -3 | 107 | 0 | 1 | 107 | 101 | 0
Cc1ccc(CN2CCN(Cc3cnn(-c4ccc(Cl)cc4)c3)CC2CCO)o1 (stereo unspecified) | 1 | -3 | 0.5 | -2 | -4 | 101 | -2 | -6 | 102 | 100 | -2
CC1=C(C(=O)OC(C)C)C(c2ccncc2)n2ncnc2N1 (stereo unspecified) | 2 | 0 | 0.0 | -3 | -3 | 105 | -1 | -1 | 100 | 100 | 0
CCCCN1CNC(=S)N(c2ccc(C(=O)OCC)cc2)C1 | -1 | 0 | -0.2 | 0 | -2 | 101 | -3 | 0 | 104 | 105 | 0
Cc1ccn2c(C(=O)CSc3ccc(Cl)cc3)c(C)nc2c1 | 11 | 5 | 1.1 | 4 | 4 | 97 | 2 | 0 | 99 | 98 | 4
COc1cc2c(C(=O)NC3CCCCCC3)cn(C)c(=O)c2cc1OC | 5 | 1 | 1.5 | -2 | -9 | 98 | 0 | -1 | 99 | 103 | -4
O=c1c2cc(N3CCOCC3)ccc2[nH]c(=S)n1CCCN1CCCCC1 | 1 | -2 | 0.4 | 0 | 0 | 101 | -5 | -1 | 99 | 100 | -3
COc1cccc(OCCNC(=O)c2cccc(OC)c2)c1 | 0 | 0 | 0.2 | -7 | -10 | 94 | -4 | 0 | 101 | 105 | -10
O=C(CSc1ccc2nnc(-c3ccccn3)n2n1)NCc1ccco1 | 1 | 4 | 0.2 | -5 | -4 | 80 | 5 | 4 | 84 | 86 | 7
CCN(CC)C(=O)c1cc2c(=O)c3cc(Cl)ccc3oc2nc1C | 7 | -2 | 1.1 | 1 | -1 | 96 | 0 | 3 | 97 | 99 | 0
O=C1CN(C(=O)CSc2nnnn2-c2ccc(Cl)cc2)c2ccccc2N1 | 4 | 1 | 0.7 | -6 | -10 | 101 | -9 | 0 | 101 | 98 | -6
Cc1c(-c2ccccc2)oc2c(C(=O)OCC(=O)Nc3cccc(F)c3)cccc2c1=O | -1 | -5 | 0.1 | -8 | -6 | 107 | -5 | -2 | 105 | 107 | -6
CC1c2[nH]c3ccccc3c2CCN1C(=O)Nc1ccccc1 (stereo unspecified) | 2 | 6 | 0.7 | 7 | 3 | 103 | 0 | 4 | 102 | 105 | 2

(listing goes on)
SMILES | ABCG2 inh | Bim-Bcl-W | ABCB1 block | Bcl-2 Bim block | Bim-Bfl-1 | RGS7-Gao reg | Bim-Bcl-XL | Bim-Mcl-1 | RGS4-Gao reg | RGS8-Gao | Bcl-B Bim block
O=C(CSc1nc2[nH]ncc2c(=O)[nH]1)NCc1ccc(F)cc1 | 1 | -4 | 0.4 | 0 | -2 | 102 | -8 | -6 | 99 | 103 | -12
Cc1ccc(OC(=O)COc2ccccc2C)c(-n2nc3ccccc3n2)c1 | 1 | -2 | 0.3 | -2 | -1 | 102 | -5 | -5 | 102 | 101 | -6
Cc1cc(C)c(C)c(S(=O)(=O)N[C@@H](C)C(=O)OCc2cc(=O)n3cc(Br)ccc3n2)c1C | 3 | -6 | 3.8 | -2 | -7 | ? | -3 | -1 | 96 | 101 | -5
CCSc1nnc(NC(=O)CSc2nnc(-c3c[nH]c4ccccc34)n2CC)s1 | 1 | -4 | 0.5 | -9 | -10 | 102 | -1 | 0 | 99 | 100 | -12
O=C(c1cccnc1)N1CCc2ccccc21 | 2 | 1 | 0.4 | -14 | -14 | 103 | -6 | 3 | 103 | 101 | -10
CCc1cc2c(=O)n(-c3ccccc3)cnc2s1 | 10 | -3 | 0.4 | -11 | -9 | 101 | -9 | -7 | 101 | 102 | -10
CCOC(=O)CNC(=O)CNC(=O)c1ccc(OC)cc1 | 0 | 5 | 0.2 | -5 | -10 | 98 | -2 | 0 | 101 | 99 | -5
CCN(Cc1ccncc1)C(=O)c1cccs1 | 1 | 2 | 0.3 | 2 | 0 | 96 | 1 | 0 | 96 | 102 | -1
Cn1c(SCc2ccc(Br)cc2)nnc1-c1ccncc1 | 3 | 0 | 0.5 | 0 | -1 | 101 | -2 | 1 | 102 | 102 | -1
COc1ccccc1N(C)S(=O)(=O)c1ccc(C(=O)Nc2ccc(N3CCOCC3)cc2)cc1 | -1 | 2 | -0.2 | 2 | 0 | 106 | 4 | 2 | 102 | 103 | 4
N#Cc1cccc(-n2c(-c3ccccc3)nnc2-c2ccccc2)c1C#N | 4 | 0 | 0.4 | -5 | -10 | 94 | -2 | 0 | 96 | 97 | -6
CC(C)(C)c1ccc(C(=O)Nn2c(CCC(=O)O)ccc2-c2cccs2)cc1 | -1 | 3 | -0.4 | 1 | 3 | 86 | 11 | -2 | 87 | 92 | 0
COC(=O)N1CCCc2cc(C)ccc21 | 0 | 0 | 0.1 | -7 | -7 | ? | -4 | -2 | 101 | 101 | -5
CC(C)c1ccc(OCc2ccc(C(=O)NN3CCN(C)CC3)o2)cc1 | 2 | -3 | 1.1 | 0 | -1 | 103 | -2 | -4 | 100 | 101 | 1
COc1ccc(NC(=O)N2CCC(Cc3ccccc3)CC2)cc1 | 1 | -1 | 0.2 | -3 | -1 | 97 | -3 | 0 | 98 | 101 | -5
CC(C)(C)c1ccc(N/N=C(\C#N)S(=O)(=O)C(C)(C)C)cc1 | 3 | -3 | 0.8 | -3 | -7 | 104 | -1 | -2 | 105 | 94 | -6
Cc1nnc(NC(=O)c2ccccc2Oc2ccccc2)s1 | 0 | 0 | 0.2 | 1 | -5 | 102 | -1 | 0 | 98 | 98 | -6
CSc1nc(N)c(C#N)c(-c2ccccc2Cl)c1C#N | 3 | 0 | 0.8 | -10 | -10 | 102 | 2 | 1 | 99 | 100 | -3
N=c1sccn1CC(=O)Nc1ccc(Cl)c(S(=O)(=O)N2CCOCC2)c1 | -8 | 2 | -1.1 | -8 | -12 | 101 | -8 | -2 | 100 | 100 | -9
O=C(NCc1ccccc1)c1ccc2c(=O)n(CCCN3CCCC3=O)c(=S)[nH]c2c1 | -2 | 1 | -0.5 | 0 | 0 | 111 | 0 | -4 | 110 | 94 | -4
CCOC(=O)c1c(C)[nH]c(C2=NNC(=Nc3ccccc3)SC2)c1C | 5 | -5 | 0.6 | -4 | 2 | 103 | -8 | -5 | 103 | 101 | -11
CCc1nnc(NC(=O)CSc2nc3cccnc3n2Cc2ccccc2)s1 | 2 | 0 | 0.6 | 8 | -1 | 94 | 2 | 0 | 98 | 98 | -3
Cc1ccc(-c2ccc(CCC(=O)O)n2NC(=O)c2ccc([N+](=O)[O-])cc2)cc1 | 1 | -2 | 0.5 | -5 | -3 | 105 | 0 | -2 | 105 | 101 | -5
C=CCOc1ccccc1C1C2=C(CC(C)(C)CC2=O)Nc2c1c(=O)n(C)c(=O)n2C (stereo unspecified) | 5 | 1 | 0.6 | . | 1 | 99 | 1 | 0 | 102 | 100 | -2
CCCC(=O)Nc1nnc(CCN2CCCCC2)s1 | 7 | -6 | 0.7 | -5 | -4 | 105 | -5 | -5 | 104 | 102 | -2

The listing continues:
SMILES | ABCG2 inh | Bim-Bcl-W | ABCB1 block | Bcl-2 Bim block | Bim-Bfl-1 | RGS7-Gao reg | Bim-Bcl-XL | Bim-Mcl-1 | RGS4-Gao reg | RGS8-Gao | Bcl-B Bim block
Cc1ccccc1Cc1c(C)nc2c(C(=O)NCc3ccc4c(c3)OCO4)cnn2c1C | 25 | -1 | 4.6 | -18 | -18 | 99 | -6 | -3 | 96 | 101 | -8
c1ccc2cc(OCCN3CCCC3)ccc2c1 | 0 | 6 | 0.1 | -2 | -12 | 100 | -1 | 2 | 101 | 101 | -4
O=C(Nc1ccc(O)cc1C(=O)O)c1cccs1 | -1 | -2 | -0.6 | -6 | -9 | 98 | 0 | 1 | 99 | 103 | -3
COCCCNC(=O)CNC(=S)N(Cc1ccccc1F)C1CCCCC1 | 18 | 0 | 2.1 | -10 | -17 | 97 | -14 | -3 | 102 | 99 | -11
Cc1cccc2nc(CSc3nnc(N)s3)cn12 | 1 | -3 | -0.3 | -5 | 0 | 89 | -4 | -4 | 97 | 97 | 4
CCOC(=O)C1=C(C)Nc2sc(C(=O)c3ccc(C)cc3)c(N)c2C1c1ccc(C(=O)OC)cc1 (stereo unspecified) | -2 | 0 | 2.1 | -10 | -4 | 97 | -8 | 0 | 102 | 103 | -13
CN(C)CCCn1c(NC(=O)C2CCCCC2)nc2ccccc21 | 0 | 3 | 0.2 | 0 | -3 | 101 | 0 | 1 | 104 | 102 | -2
O=C1c2ccccc2C(=O)N1CC1c2ccccc2CCN1C(=O)CN1CCOCC1 (stereo unspecified) | -5 | 1 | 0.4 | 0 | -3 | 110 | 0 | 0 | 103 | 103 | -4
